NCI-60 one-dose screen, 48 h, at 10 µM unless noted. Numbers give growth in % (100 = growth as untreated, 0 = no growth, -100 = all killed).
RPMI-8226 = RPMI-8226 leukemia cells; hit rate 7.5% among 77,000
SR = SR leukemia cells | hit rate 8.7% among 73,000 | AID 1794780
K-562 = K-562 leukemia; hit rate 7.4% among 78,000
MCF7 = MCF7 breast cancer; hit rate 6.3% among 82,000; AID 1794796
MDA-MB-435 = MDA-MB-435 melanoma; hit rate 7.8% among 82,000; AID 1794794
MDA-MB-468 = MDA-MB-468 breast cancer; hit rate 8.5% among 78,000
MDA-MB-231 = MDA-MB-231 breast cancer; hit rate 5% among 81,000; AID 1794789
MOLT-4 = MOLT-4 leukemia cells. hit rate 6.9% among 80,000. AID 1794779
Numbers without * were called inactive; . = not tested or not shown; & = joins results of further samples; [ ] = another dose, or the depositor's remark. How the source made its calls: active means growth percent below 10; inactive means the rest.

SMILES	RPMI-8226	SR	MCF7	MOLT-4	K-562	MDA-MB-435	MDA-MB-231	MDA-MB-468
COc1cc(/C=C/C(O)=C2/C(=O)CC(C)OC2=O)cc2c1OCO2 (stereo not given)	110	99	91	105	102	100	104	99
c1ccc(Cn2cc3c(c2-c2ccccc2)CCc2cncnc2-3)cc1	45	84	164	89	82	91	78	107
COc1ccc(C2=NN3C(C2)c2ccccc2OC32CCN(C)CC2)cc1 (stereo not given)	93	110	81	90	102	99	97	104
N#CC1=C(N)N2C(=S)N(c3ccccc3)C(=O)C2C1c1ccc(Cl)cc1 (stereo not given)	99	105	100	100	99	109	95	107
O=C(NC(=S)N1CCN(c2ncnc3c2cnn3-c2ccccc2)CC1)c1ccc(Cl)cc1	69	14	39	82	61	89	57	65
C#CCOC(=O)/C=C/c1cn(-c2ccccc2)nc1-c1ccc(Br)cc1	99	80	87	95	89	103	96	100
CC(C)CC[n+]1cccc(C(=O)c2ccccc2)c1	105	110	94	99	109	106	128	97
C=CCOC(=O)C1=C(C)NC2=C(C(=O)CC(c3ccc(Cl)cc3)C2)C1c1cc(OC)c(OC)c(OC)c1 (stereo not given)	79	84	92	81	86	105	76	93
Nc1ccc(S(=O)(=O)C(=O)O)cc1	102	74	94	83	81	112	106	96
CCC(C)CC(C)/C(O)=C1/C(=O)NC(C(O)c2ccc(O)cc2)C1=O (stereo not given)	94	124	97	101	112	114	112	101
Clc1ccc(P(c2ccc(Cl)cc2)c2ccc(Cl)cc2)cc1	94	96	98	104	84	101	101	106
C[N+](C)(C)CC(=O)N/N=C/c1cccc(O)c1	100	.	109	.	.	101	109	117
COc1ccc(-c2c(C)nn3c(NCCN4CCOCC4)cc(C)nc23)cc1OC	105	80	95	90	98	101	86	96
Cc1ncc(NS(=O)(=O)c2ccc(N)cc2)nc1C	.	92	106	107	111	108	104	114
O=c1ccn2nnc3ccc(Cl)c1c32	88	55	66	62	54	93	104	74
COc1ccc2occ(/C=C3\SC(=S)N(CCC(=O)O)C3=O)c(=O)c2c1	89	79	80	100	94	97	93	98

Ordered by heavy-atom count (descending): some entries from above
SMILES	RPMI-8226	SR	MCF7	MOLT-4	K-562	MDA-MB-435	MDA-MB-231	MDA-MB-468
COc1ccc(-c2c(C)nn3c(NCCN4CCOCC4)cc(C)nc23)cc1OC	105	80	95	90	98	101	86	96
COc1ccc2occ(/C=C3\SC(=S)N(CCC(=O)O)C3=O)c(=O)c2c1	89	79	80	100	94	97	93	98
C[N+](C)(C)CC(=O)N/N=C/c1cccc(O)c1	100	.	109	.	.	101	109	117
Nc1ccc(S(=O)(=O)C(=O)O)cc1	102	74	94	83	81	112	106	96

(list continues)
SMILES	RPMI-8226	SR	MCF7	MOLT-4	K-562	MDA-MB-435	MDA-MB-231	MDA-MB-468
CCOc1ccc2nc(N(Cc3ccc(C(C)C)cc3)C(=O)CC)sc2c1	102	90	82	98	60	100	100	85
COc1ccc(CNC(=O)NCc2ccc(OC)cc2)cc1	106	102	97	94	122	98	111	99
COc1ccc(C2CC(c3ccc(Nc4nc(Nc5ccc(F)cc5)nc(Nc5ccc(F)cc5)n4)cc3)=NN2C(C)=O)cc1 (stereo not given)	7.2*	16	99	35	83	92	122	.
COc1cccc(C2=NN(c3ccc(-c4ccccc4)nn3)C(c3ccc(Cl)cc3)C2)c1 (stereo not given)	78	79	76	83	84	98	86	99
CN(CSc1ccc(Cl)cc1)c1ccc(CSc2ccc(Cl)cc2)cc1	18	.	52	8.9*	84	46	22	17
Nc1ccc(Br)cc1-c1n[nH]c(=O)[nH]c1=O	103	111	92	105	107	102	104	125
C[C@@H](O)C[C@@H](C[C@H](C)c1ccc2ccccc2c1)c1ccccc1	92	88	104	82	88	101	96	109
COc1cc2nc(Sc3cnc(N)s3)n(Cc3ccccc3)c(=O)c2cc1OC	84	93	92	94	.	103	81	.
O=C1c2ccccc2-c2c1c1cccnc1c(=O)n2C[C@H](O)CO	.	12	26	9.7*	77	88	76	88
O=C1C(Cl)=C(Nc2ccc3c(c2NC2=C(Cl)C(=O)c4ccccc4C2=O)C(=O)c2ccccc2C3=O)C(=O)c2ccccc21	28	13	-7.6*	8.5*	17	-65*	15	6.0*
OCC(CCl)(CCl)CCl	97	96	95	104	99	104	97	94
COc1ccc(-c2nc(N3CCN(C(=O)C4CCCCC4)CC3)c3c4c(sc3n2)CCCC4)cc1	2.5*	-33*	-11*	1.8*	0.1*	-54*	37	-17*
COc1ccc(C2c3c(c4cc(Cl)ccc4[nH]c3=O)Oc3ncn4nc(-c5ccco5)nc4c32)cc1 (stereo not given)	97	.	105	100	94	103	100	103
O=C1CCC(Sc2ccccc2)N1 (stereo not given)	102	103	100	96	101	103	111	112
CCOc1nc2c(N)ncnc2n1CC1CCOC1 (stereo not given)	111	103	92	78	100	108	111	123
Cc1cc2n(n1)-c1ccc(C#N)cc1Oc1ccc(Cl)cc1-2	79	35	79	83	28	30	64	63

No new results follow: four of the compounds above.
SMILES	RPMI-8226	SR	MCF7	MOLT-4	K-562	MDA-MB-435	MDA-MB-231	MDA-MB-468
O=C1c2ccccc2-c2c1c1cccnc1c(=O)n2C[C@H](O)CO	.	12	26	9.7*	77	88	76	88
O=C1C(Cl)=C(Nc2ccc3c(c2NC2=C(Cl)C(=O)c4ccccc4C2=O)C(=O)c2ccccc2C3=O)C(=O)c2ccccc21	28	13	-7.6*	8.5*	17	-65*	15	6.0*
OCC(CCl)(CCl)CCl	97	96	95	104	99	104	97	94
COc1ccc(-c2nc(N3CCN(C(=O)C4CCCCC4)CC3)c3c4c(sc3n2)CCCC4)cc1	2.5*	-33*	-11*	1.8*	0.1*	-54*	37	-17*

Further entries:
SMILES	RPMI-8226	SR	MCF7	MOLT-4	K-562	MDA-MB-435	MDA-MB-231	MDA-MB-468
COc1cc(NCCCNC(C)C)c2nccc(C)c2c1	118	85	85	86	87	120	99	107
CCN(CC)C1CCC(Nc2ccnc3cc(Cl)ccc23)CC1 (stereo not given)	91	131	104	124	103	113	102	96
CCOC(=O)c1ccc(N=CNc2ccc(C(=O)OCC)cc2)cc1	94	129	131	.	88	111	98	96
NC(=S)Nc1ccccc1-c1ccccc1	103	106	91	114	114	99	107	80
COc1ccc(S(=O)(=O)Nc2ccc(OCc3nnc(-c4ccc(Cl)cc4)o3)c(F)c2)cc1	32	18	43	36	43	64	55	15
COc1ccccc1[C@H]1C(C(=O)c2ccc(Cl)cc2)C2(N[C@@H]1c1ccccc1)C(=O)Nc1ccc(Cl)cc12 (stereo not given in full)	6.4*	.	-4.9*	-21*	1.2*	-44*	4.9*	-44*
CCc1ccccc1NC(=O)N/C(N)=N/c1nc2ccccc2s1	16	7.4*	11	6.3*	11	-47*	-21*	-21*
C=C1C[C@@H]2NC(=O)C(=O)N(C(c3ccccc3)c3ccccc3)[C@H]2[C@]1(C#N)CC	94	112	91	96	97	99	99	101
CCOC(=O)c1cn[nH]c1N	114	94	91	105	105	101	88	98
CCn1c2ccccc2c2cc(-n3nncc3-c3ccccc3)ccc21	20	10	13	13	10	-14*	27	46
COC(=O)[C@H](CC(C)C)NC(=O)C1(C)CCC[C@]2(C)[C@H]3C[C@H]4C(C(C)C)=C[C@]3(CC[C@@H]12)[C@@H]1C(=O)OC(=O)[C@@H]14 (stereo not given in full)	83	112	93	99	93	103	106	79
NC(=O)N1N=C(c2ccc(Cl)cc2)CC1c1cn(-c2ccccc2)nc1-c1ccc(F)cc1 (stereo not given)	88	100	83	84	101	101	98	118
Nc1ccc(/C(=N/NC(=O)C(=O)N/N=C(\c2ccccc2)c2ccc(N)cc2)c2ccccc2)cc1	98	88	102	91	114	114	109	.
Nc1cccc2c(O)cc(S(=O)(=O)O)cc12	93&99	97&97	105&97	75&122	99&99	109&116	101&85	109&104
COc1cc(-c2nc3ccccc3[nH]2)ccc1OCC(=O)NNC(=O)NCc1ccccc1	104	.	97	104	106	100	100	103
N#Cc1c(N2CCCCC2)nc(=S)[nH]c1-c1ccccc1	91	55	96	90	86	93	80	.
O=C(Nc1ccc(CN2CCOCC2)cc1)c1ccc(-c2cc(Cl)ccc2Cl)o1	-5.5*	-13*	-34*	43	-24*	-11*	9.5*	-56*
O=C(CCSc1nnc2n(Cc3ccccc3)c(=O)c3c4c(sc3n12)CCCC4)Nc1ccc(Cl)cc1	103	130	89	125	111	92	100	90
CCOP(=O)(OCC)/C(C#N)=C/c1ccc([N+](=O)[O-])cc1	94	112	92	112	103	101	102	98
Cc1nc2sc(C(=O)Nc3ccc(S(=O)(=O)Nc4ncccn4)cc3)c(N)c2c(C)c1Br	107	96	84	103	96	99	112	111
Cc1cc(OCc2cccc(-c3ccc4c(c3)OCCO4)c2C)cc(OCc2cccc(C#N)c2)c1C=O	93	98	90	92	86	94	93	84
O=C(Nc1ncc(Cc2ccc(Cl)cc2)s1)c1cc(-c2ccccc2)nc2ccc(Cl)cc12	95	81	86	97	84	106	92	109
CCC(c1ccc2cc(OC)ccc2c1)C(C)(C)C(=O)F (stereo not given)	.	88	122	106	.	114	111	93
N#CC(C#N)=Cc1nc(C2CCN(S(=O)(=O)c3ccc(F)cc3)CC2)n2ccccc12	102	.	86	93	107	108	93	96
CN(Cc1ccccc1)/C(N)=N/N	92	97	101	100	110	98	118	111
Nc1nc(N)c2c(ncc3[nH]c4ccccc4c32)n1	107	.	98	100	64	100	82	94
C/C(=N/O)c1ccc(NC(=O)CSc2nnc(-c3cc(-c4ccc(Cl)cc4)nc4ccccc34)n2-c2ccccc2)cc1	94	.	78	70	86	101	64	99
O=C1NCN(CCN2CCNC2=O)CN1	105	103	103	104	105	102	109	113
c1ccc(CC2CCc3ccccc32)nc1 (stereo not given)	95	96	101	80	98	106	103	108
Cc1ccnc(NS(=O)(=O)c2ccc(N=Nc3ccc(N)nc3N)cc2)n1	95	88	102	99	119	102	102	105
CN(C)c1ccc(N)c2ccccc12	69	55	-70*	41	48	-91*	.	58
COc1cccc(/C=N/NC(=O)COc2cc(=O)n(C)c3ccccc23)c1	98	94	96	93	91	105	90	137
N#Cc1cnn(C(=O)c2nn(-c3ccc(Cl)cc3)cc2O)c1N	-37*	-35*	11	-14*	-18*	19	38	32
CC(C)(C)c1nn(-c2ccccc2)c2c1CC1(CN2Cc2ccc3c(c2)OCO3)C(=O)c2ccccc2C1=O	86	.	98	80	90	106	95	111
C/C(=N\Nc1cc(C)nc2ccc(Br)cc12)c1ccc([N+](=O)[O-])cc1	28	1.8*	44	53	11	73	59	52
CN(C)Cc1c(O)ccc2ccccc12	108	.	88	99	106	106	92	111
O=c1oc2ccc(Br)cc2c(=O)n1-c1ccc(Br)cc1F	-14*	3.7*	0.2*	-17*	8.3*	-8.2*	-27*	-12*
O=C1c2c(c3c4cc(Br)ccc4[nH]c3c3ccc4ccccc4c23)C(=O)N1CCN1CCOCC1	67	26	13	19	55	93	88	47
CC(C)OCC(CCl)OC(=O)Nc1ccccc1 (stereo not given)	109	117	97	100	103	107	95	112
O=C1C2CC3N1CCC31c3ccccc3-n3c1c2ccc3=O (stereo not given)	102	96	99	100	92	106	99	102
CCN(CC)C1C2=C(CCCC2)OS(=O)(=O)C1c1ccccc1 (stereo not given)	104[100 µM]	95[100 µM]	92[100 µM]	86[100 µM]	93[100 µM]	102[100 µM]	99[100 µM]	80[100 µM]
O=S(CCc1ccccc1)Nc1ccccc1 (stereo not given)	97	89	106	92	100	93	102	99
COc1ccc(-c2nn(-c3ccc(NC(=O)Nc4ccc(Cl)c(Cl)c4)cc3)cc2-c2ccncc2)cc1Cl	-30*	5.2*	13	11	12	6.7*	0.7*	-33*
O=C(CCCCCCN1CC(=O)N2[C@@H](c3ccc(Cl)cc3)c3[nH]c4ccccc4c3C[C@H]2C1=O)NO	22	20	46	32	30	54	51	.
c1cc(N2CCCC2)c2nc(-c3[nH]ncc3Nc3ncnc4[nH]ccc34)[nH]c2c1	-7.5*	5.5*	-23*	1.9*	6.3*	-81*	-15*	-76*
CNCCn1c(=O)c2cc(OC)c(OC)cc2c2ccc3cc4c(cc3c21)OCO4	-28*	-22*	7.1*	-10*	2.3*	-61*	1.0*	-54*
CN(CCCO)CCCO	101	.	104	99	102	101	104	99
O=C1CC(c2ccc3c(c2)OCO3)c2c(ncn2-c2ccc(F)cc2)N1 (stereo not given)	103	.	97	104	.	102	110	117
N#CC1(C#N)C2=C(CCCC2)NC(c2cccs2)C1(C#N)C#N (stereo not given)	92	14	78	46	65	103	96	82
Cc1c(C(=O)Nc2nc3ccccc3s2)nnn1-c1ccccc1Cl	73	78	86	75	67	83	95	62
NC(=S)NNC1CCCCC1	94	99	89	71	88	106	92	99
COc1cc(/C=C2\CCCC3=C2N=C2SC(C)=NN2C3c2cc(OC)c(OC)c(OC)c2)cc(OC)c1OC (stereo not given)	-26*	4.8*	12	-7.6*	6.1*	-64*	-40*	20
COc1ccc2cc1Oc1ccc(cc1)C[C@H]1c3c(cc4c(c3Oc3cc5c(cc3OC)CCN(C)[C@@H]5C2)OCO4)CCN1C	48	-17*	35	32	-2.7*	19	-6.0*	7.1*
CCCC1C(=O)N2C(N(C)C)=Nc3ccc(C)cc3N2C1=O (stereo not given)	92	.	99	61	56	100	86	101
C=C1CCC2C3(C)COC(C)(C)OC3CCC2(C)C1CC(NC1CCCC1)C1=CCOC1=O (stereo not given)	.	98	98	97	94	106	91	99
